# Assay outcomes from PubChem BioAssay.
# G9a inh – inhibitors of human histone lysine methyltransferase G9a. Q96KQ7. G9a H3K9 monomethylation, AlphaScreen, 2 h. Potency, µM (doses to about 102 µM), inactives show top-dose activity, negative = inhibition, most hits filed as inhibitors. 8.8% of 350,000 active. AID 504332; note: % is set by controls: 0 for no effect and ±100 for the full control effect; nearly all actives have a fitted effect of over 75% in size
#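 Compounds were preincubated with 20 nM G9a for 15 min, after which biotinylated H3K9 peptide (500 nM) and SAM (20 uM) started a 2 h room-temperature reaction. Monomethylated product was quantified by antibody-based AlphaScreen chemiluminescence.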
# GLS inhibitor – inhibitors of human glutaminase (GLS); 0.21% of 410,000 active; AID 624170; GLS enzymatic activity, qHTS titration; Potency, µM (titrated, usually from 45.5 µM), for the others: at the top dose activity change, negative = inhibition, actives largely listed as inhibitors; note: % is set by controls: 0 for no effect and ±100 for the full control effect
#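 Two-point fluorescence kinetic (t0, 30 min RT) for hKGA; glutamate detected via glutamate oxidase–HRP–Amplex Red. Substrate: 1 mM L-glutamine solution; buffer 45 mM KH2PO4, pH 8.2.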
# Pin1 inh – human Pin1 inhibition | Pin1 FP peptide displacement, HiFluor488, 10 min | Potency, µM (doses to about 115 µM), for inactives: top-dose activity, negative = inhibition, usual class: inhibitors | 0.009% of 390,000 active; active = well fitted inhibition curve with a large enough effect in the polarisation, with a control signal flat, not every such curve was filed as active; inconclusive = small, poorly fitted or top-dose-only effect, or effect the other way, or a change in a side signal; inactive = no such curve, though single readings can be large or run the other way; the % refers to the polarisation; note: % is set by controls: 0 for no effect and ±100 for the full control effect
# BAZ2B inh – inhibitors of human BAZ2B bromodomain; 4.4% of 360,000 active; AlphaScreen BAZ2B-H3K14Ac peptide displacement; Potency, µM (top dose mostly 114 µM), without a hit: top-dose activity change, negative = inhibition, most hits filed as inhibitors; note: % is set by controls: 0 for no effect and ±100 for the full control effect; nearly all actives have a fitted effect of over 60% in size
#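 BAZ2B 50 nM plus b-H3(5-23)K14Ac 50 nM, PBS pH 7.4/0.01% Tween-20, 30 min RT; compound added (max 110 uM), 30 min RT; streptavidin donor/Ni-chelate acceptor beads 10 ug/mL final, 20 min dark; AlphaScreen read.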
# BLM helicase inh – Bloom syndrome helicase (human) inhibition | recombinant BLM DNA unwinding, fluorescence dequenching | Potency, µM (series often up to 56.1 µM), without a hit: at the highest dose activity change, negative = inhibition, usual class: inhibitors | 0.2% of 350,000 active | AID 2528;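 note: plate controls were vehicle for no effect and no enzyme for full effect; nearly all actives have a fitted effect of over 35% in size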
# PGK inhibitor – blocks T. brucei phosphoglycerate kinase; P07378; Potency, µM (highest dose often 57.5 µM), for the others: at the top dose activity change, negative = inhibition, hits mostly inhibitors; PGK/GAPDH coupled, Kinase-Glo luminescence, 60 min; 0.043% of 380,000 active; note: % is set by controls: 0 for no effect and ±100 for the full control effect; nearly all actives have a fitted effect of over 60% in size
#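 Luminescent ATP detection (Kinase-Glo Plus) follows a 60-minute room-temperature incubation, with wells lacking PGK as controls. Buffer: 100 mM TEA (pH 7.6), 5 mM MgCl2, 0.01% Tween-20. Coupling enzyme GAPDH (100 nM final) supplies unstable 1,3-BPG in-well.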
# HP1b binding inh – blocks HP1-beta chromodomain binding to methylated histone tails; 0.56% of 390,000 active; Potency, µM (titrated, usually from 114 µM), inactives show at the highest dose activity change, negative = inhibition, actives largely listed as inhibitors; AlphaScreen HP1-beta / biotin-H3K9me3 peptide binding; AID 540317; P83916; note: nearly all actives have a fitted effect of over 70% in size; inactives centre near 23
#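 Compound inhibition of the preformed complex between 50 nM HP1-beta and 50 nM biotinylated H3K9me3 peptide was read by AlphaScreen. Buffer was PBS pH 7.4 with 0.01% Tween-20. Incubations ran 30 min at room temperature, with 10 ug/mL donor/acceptor beads.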
# Pol iota inh – blocks human DNA polymerase iota activity. Q9UNA4. Pol iota fluorescent replication assay, 10 min. Potency, µM (doses to about 115 µM), inactives show top-dose activity, negative = inhibition, most hits filed as inhibitors. 1% of 390,000 active
#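 Pol iota at 10 nM preincubated 15 min with compounds at room temperature; reaction started with fluorescent substrate, 50 nM final. Fluorescence read kinetically at 0 and 10 min; buffer-only wells as negative control.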
# JMJD2A Tudor – inhibitors of human JMJD2A Tudor domain. AlphaScreen JMJD2A-Tudor / H3K4me3 peptide binding. 4.4% of 390,000 active. Potency, µM (series often up to 114 µM), inactives show top-dose activity change, negative = inhibition, actives largely listed as inhibitors; note: % is set by controls: 0 for no effect and ±100 for the full control effect; nearly all actives have a fitted effect of over 50% in size
# Target sequence (O75164 whole entry, looked up, the tested form may be a part): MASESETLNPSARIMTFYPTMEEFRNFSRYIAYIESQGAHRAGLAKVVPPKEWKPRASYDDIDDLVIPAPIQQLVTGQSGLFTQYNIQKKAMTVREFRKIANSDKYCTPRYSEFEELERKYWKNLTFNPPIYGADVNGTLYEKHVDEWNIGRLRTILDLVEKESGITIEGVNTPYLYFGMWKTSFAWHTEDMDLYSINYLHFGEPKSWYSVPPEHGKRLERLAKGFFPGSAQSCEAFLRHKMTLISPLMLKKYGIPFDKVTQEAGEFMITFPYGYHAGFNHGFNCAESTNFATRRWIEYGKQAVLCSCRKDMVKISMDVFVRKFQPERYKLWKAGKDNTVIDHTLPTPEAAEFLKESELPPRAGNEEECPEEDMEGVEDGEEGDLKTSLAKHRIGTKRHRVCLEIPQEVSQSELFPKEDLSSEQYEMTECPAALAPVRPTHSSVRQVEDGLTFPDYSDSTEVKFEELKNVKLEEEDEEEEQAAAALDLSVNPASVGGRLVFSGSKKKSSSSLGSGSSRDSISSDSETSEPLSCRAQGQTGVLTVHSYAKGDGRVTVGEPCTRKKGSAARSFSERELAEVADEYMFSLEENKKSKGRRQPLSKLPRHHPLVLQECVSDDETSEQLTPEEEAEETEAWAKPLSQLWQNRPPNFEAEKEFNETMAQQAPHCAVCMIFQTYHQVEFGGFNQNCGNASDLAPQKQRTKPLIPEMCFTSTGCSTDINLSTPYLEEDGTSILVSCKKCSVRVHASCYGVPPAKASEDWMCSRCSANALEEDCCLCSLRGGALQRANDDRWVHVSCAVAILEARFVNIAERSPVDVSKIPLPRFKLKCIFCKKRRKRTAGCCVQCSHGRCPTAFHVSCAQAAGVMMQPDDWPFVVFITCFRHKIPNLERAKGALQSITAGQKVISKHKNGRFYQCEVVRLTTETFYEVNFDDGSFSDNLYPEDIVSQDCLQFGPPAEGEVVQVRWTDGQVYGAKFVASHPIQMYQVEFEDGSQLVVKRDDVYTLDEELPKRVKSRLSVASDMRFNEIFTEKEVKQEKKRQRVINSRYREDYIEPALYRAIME
# * marks the source's active call; other numbers are inactive results; i = inactive; ? = inconclusive; · = not tested or not shown; & = joins results of further samples; [ ] = remark or other dose. Unless noted, calls come from the whole dose curve; as a rule, active = well fitted curve in the direction sought with a large enough effect; inconclusive = small, poorly fitted or top-dose-only effect, or another doubt; inactive = no such curve, though single readings can be large; an effect the other way counts as inactive or inconclusive. Potency is the fitted concentration of half-maximal effect. An excerpt. The share of hits here may be higher or lower than overall.
SMILES,G9a inh,GLS inhibitor,Pin1 inh,BAZ2B inh,BLM helicase inh,PGK inhibitor,HP1b binding inh,Pol iota inh,JMJD2A Tudor
Clc1c(-c2ccccc2)nc2ccccn12,6.4%[59 µM],-3.4%,-1.8%,-3.5%,-1.4%,3.1%,39.4%,26.0%,-11.0%
Cc1ccc(-c2nc3nc(C)cc(Nc4ccccc4O)n3n2)cc1,15.5%[59 µM],-4.8%,?,-4.2%,-3.2%,i,20.3%[57 µM],?,-23.6%
Cc1ccc(-c2nc(CS(=O)CC(=O)NC3CCC(C)CC3)c(C)o2)cc1 (configuration not stated),50.1µM*,-2.1%,0.7%,-24.5%,-13.9%,0.0%,3.4%,?,-23.9%
Cc1nnsc1-c1onc(C)c1C(=O)O/N=C/c1ccc(Cl)cc1,·,0.9%,-6.5%,4.1%,-2.8%,-11.8%,32.8%,?,2.3%
Clc1ccc(Oc2nc(N3CCOCC3)nc(N3CCOCC3)n2)c(C2CCCCC2)c1,·,6.9%,-4.2%,·,·,-0.1%,26.5%,-6.0%,?
COc1cc2c(cc1OC)C(NC(=O)c1ccc(C)cc1)CC2=O (configuration not stated),1.7%,-4.6%,-0.4%,-2.5%,-0.9%,8.0%,25.4%,8.6%,2.7%
CCOc1ccc(N2C(=O)CC(N(CCc3ccc(OC)c(OC)c3)C(=O)/C=C/C(=O)O)C2=O)cc1 (configuration not stated),·,-3.1%,-0.7%,-7.8%,2.5%,-3.2%,17.9%,7.7%,-18.1%
CC(=O)Nc1ccc(Nc2cc(N(C)C)c3nonc3c2[N+](=O)[O-])cc1,18.2%,-6.7%,-0.1%,-3.1%,-1.8%,-1.0%,75.1%[activator],-22.9%,-6.8%
CCOC(=O)C1=C(C)N=c2s/c(=C/c3ccco3)c(=O)n2C1c1cccc(OC)c1 (configuration not stated),15.8µM*,-7.5%,?,10µM*,?,-10.3%,?,?,?
COc1ccccc1CNC(=O)CCCNS(=O)(=O)c1cccc2nsnc12,60.2%[activator][59 µM],8.2%,-6.2%,-3.7%,2.0%,-4.1%,9.7%,6.4%,-15.0%
CC(=O)c1cccc(OCC(=O)N(C)CC(=O)NCc2ccco2)c1,·,12.6µM*,·,·,·,14.1µM*,?,7.94µM*,22.4µM*
Cc1nc2nc[nH]n2c(=O)c1C/C=C/c1ccccc1,-13.4%,9.7%,0.8%,?,-1.6%,i,43.2%[activator],11.8%,-10.5%
Cc1nc2ccccc2cc1C(=O)N/N=C/c1ccco1,9.2%[59 µM],5.0%,-3.9%,-35.8%,-2.9%,-5.1%,9.7%,30.7%[activator],-20.1%
CCS(=O)(=O)N1Cc2ccccc2CC1C(=O)Nc1ccc(OC)cc1OC (configuration not stated),17.4%,89.2%[activator],0.7%,2.6%,-3.3%,-6.6%,23.7%,160.6%[activator],-9.2%
O=C(Cc1cccs1)NCc1cccc(C(F)(F)F)c1,13.6%,-15.2%,4.9%,-6.4%,-6.3%,i,-7.0%,4.3%,-6.3%
O=C1C(Cc2ccccc2)Nc2ncnc(N3CCCCC3)c2N1Cc1ccc(Br)cc1 (configuration not stated),·,3.3%&-0.2%,17.4%,·,·,8.1%,36.3%,-19.6%,-27.3%
O=C(COC(=O)CNC(=O)c1ccccc1F)Nc1ccc2c(c1)OCO2,-5.4%[2.33 µM],0.2%,-3.6%,1.5%,·,-4.0%,33.4%,30.5%[activator],-12.5%
O=C(C1CCCN(Cc2nc(-c3cccs3)no2)C1)N1CCOCC1 (configuration not stated),2.1%,1.2%,-1.0%,2.2%,-1.7%,-3.1%,40.6%[activator],31.1%[activator],-12.3%
CCN1C[C@@H]2[C@@H]3C(=O)N(Cc4ccccc4)C(=O)[C@@H]3[C@](C)(C1=O)N2C(=O)c1ccc(C(C)(C)C)cc1,·,3.6%,-1.2%,·,·,3.7%,35.5%,0.2%,-11.9%
CC(=O)NC1CC2CCCC(C1)N2C(=O)Nc1cccc(C)c1 (configuration not stated),·,-3.8%,6.6%,·,·,-7.8%,61.7%[activator],?,-11.4%

# Next part (2 carried over from the part before).
SMILES,G9a inh,GLS inhibitor,Pin1 inh,BAZ2B inh,BLM helicase inh,PGK inhibitor,HP1b binding inh,Pol iota inh,JMJD2A Tudor
CCN1C[C@@H]2[C@@H]3C(=O)N(Cc4ccccc4)C(=O)[C@@H]3[C@](C)(C1=O)N2C(=O)c1ccc(C(C)(C)C)cc1,·,3.6%,-1.2%,·,·,3.7%,35.5%,0.2%,-11.9%
CC(=O)NC1CC2CCCC(C1)N2C(=O)Nc1cccc(C)c1 (configuration not stated),·,-3.8%,6.6%,·,·,-7.8%,61.7%[activator],?,-11.4%
Cc1cccc(NC(=O)CSc2ncnc3sc(C)cc23)c1,4.1%,11.6%,1.5%,2.4%,-4.7%,i,4.9%,-11.6%,-1.4%
O=C(NCCc1ccccc1Cl)C1CCC(=O)N(Cc2cccc(C(F)(F)F)c2)C1 (configuration not stated),34.4%,-3.3%,-4.5%,-2.7%,-0.6%,-7.9%,26.7%,25.4%,-2.7%
COc1ccc(/C=C/C(=O)c2cc(Cl)ccc2O)c(OC)c1,·,-3.7%,6.9%,25.1µM*,-8.4%,-1.9%,?,-5.5%,?
O=C(NC1CCCC1)C(=O)N(c1ccccc1F)C(C(=O)NCC1CCCO1)c1cccs1 (configuration not stated),·,-10.9%,-9.4%,-33.2%,-9.5%,-5.2%,34.0%[activator],29.6%,0.7%
CCc1ccc(-n2nc(CO)c(C(=O)NC(C)c3ccc(Cl)cc3)n2)cc1 (configuration not stated),8.1%[59 µM],1.1%,0.1%,4.3%,-3.2%,-0.2%,62.2%[activator],25.3%,-0.9%
CCN(CC)S(=O)(=O)c1ccc(N2CCOCC2)c(NC(=O)c2ccco2)c1,·,5.2%,0.5%,·,·,9.6%,8.9%[57 µM],99.4%[activator],-11.0%
Cc1nc2ccc(NC(=O)CCC3CCCC3)cc2s1,20.4%[59 µM],23.5%,-1.7%,13.6%,-1.4%,-8.3%,-2.6%,43.6%[activator],-11.7%
Cc1ccc(C(=O)Nc2ccc(S(=O)(=O)NCc3ccco3)cc2)cc1,?,-1.1%,15.8%,?,-21.1%,-13.1%,-8.1%,?,?
CCn1c(SCC(=O)Nc2ccc(N3CCOCC3)cc2)nnc1-c1ccncc1,-7.3%,34.6%[activator],-7.4%,-21.9%,-2.3%,-6.8%,8.3%,-13.4%,-4.1%
O=C(CCN1C(=O)COc2ccccc21)NCc1cccnc1,17.4%[59 µM],1.3%,2.5%,-3.9%,4.4%,4.4%,27.2%,19.9%,-11.0%
Cc1ccc(-n2nc(C(=O)O)nc2-c2ccccc2)cc1,-11.6%[59 µM],-7.0%,-14.1%,1.9%,-0.7%,-4.4%,26.9%,-4.0%,-17.4%
Cc1cccc(-n2c(SCC(N)=O)nnc2-c2ccccn2)c1C,-37.1%,11.6%,-0.5%,17.8µM*,-4.1%,i,12.8%,14.3%,79.4µM*
Oc1ccccc1N1CCN(Cc2ncc(-c3ccccc3)o2)CC1,?,?,3.3%,-26.0%,-0.3%,-9.1%,-14.6%,98.6%[activator],-28.4%
Cc1cccc(NC(=S)N(CCCN2CCCC2)Cc2cccn2Cc2ccc(Cl)cc2)c1,44.7µM*,-19.1%,3.3%,?,-0.2%,-1.0%,-14.7%,10.3%,?
O=[N+]([O-])c1ccc(Cl)c(C[n+]2cccc3ccccc32)c1,·,-5.9%,?,2.4%,3.2%,9.4%,35.7%,12.7%,1.4%
CC[C@@]1(C(=O)OC)N[C@H](CN(C)C(=O)c2ccc(C)cc2)[C@@H]2C(=O)N(C)C(=O)[C@@H]21,·,1.0%,-7.2%,·,·,-2.6%,43.5%[activator],?,-15.2%
O=C(NC(=S)Nc1ccc(CN2CCOCC2)cc1)c1ccccc1[N+](=O)[O-],?,40.7%[activator],-8.4%,-13.4%,-15.8%,-1.3%,20.0%,18.0%,0.7%
CCN(CC)CCNC(=O)/C(=C/c1cn(CC)c2ccccc12)NC(=O)c1cc(OC)c(OC)c(OC)c1,4.2%,3.3%,1.2%,·,-2.3%,-2.9%,29.0%,15.3%,-25.8%
O=C(Nc1ccc2c(c1)CCC2)c1cnc(Cl)c(Cl)c1,-3.2%,3.5%,10.5%,1.8%,-3.3%,-3.3%,5.5%,67.2%[activator],-28.5%
CCN(CC)c1ccc(/C=N/N2CCN(Cc3cccc4ccccc34)CC2)c(O)c1,2.8%[2.33 µM],28.3%,-6.0%,?,-1.7%,-1.6%,?,?,7.08µM*
Cc1nc(CC(=O)NNS(=O)(=O)c2cccc(Cl)c2Cl)cs1,·,14.0%,4.7%,·,·,0.1%,13.9%,-10.2%,-12.5%
CC(C)Oc1ccc(C(=O)N(Cc2ccc(N(C)C)cc2)Cc2ccco2)cc1,11.2µM*,1.1%,-1.1%,12.6µM*,-12.7%,·,?,-14.9%,25.1µM*
CCOC(=O)c1c(/N=C/C2C(=O)CC(C)(C)CC2=O)sc2c1CCCC2,16.6%,0.2%,·,10.0%,-7.8%,i,41.2%[activator],23.4%,-0.7%
Cc1noc(/C=C/c2cccs2)c1S(=O)(=O)N1CCC(C(=O)NCc2ccc(Cl)cc2)CC1,8.7%[59 µM],-0.5%,5.1%,·,-2.3%,i,29.6%,25.1%,-3.3%

# 4 entries from above, bar-delimited.
molecule | G9a inh | GLS inhibitor | Pin1 inh | BAZ2B inh | BLM helicase inh | PGK inhibitor | HP1b binding inh | Pol iota inh | JMJD2A Tudor
CCOC(=O)c1c(/N=C/C2C(=O)CC(C)(C)CC2=O)sc2c1CCCC2 | 16.6% | 0.2% | · | 10.0% | -7.8% | i | 41.2%[activator] | 23.4% | -0.7%
Cc1nc(CC(=O)NNS(=O)(=O)c2cccc(Cl)c2Cl)cs1 | · | 14.0% | 4.7% | · | · | 0.1% | 13.9% | -10.2% | -12.5%
CC(C)Oc1ccc(C(=O)N(Cc2ccc(N(C)C)cc2)Cc2ccco2)cc1 | 11.2µM* | 1.1% | -1.1% | 12.6µM* | -12.7% | · | ? | -14.9% | 25.1µM*
Cc1noc(/C=C/c2cccs2)c1S(=O)(=O)N1CCC(C(=O)NCc2ccc(Cl)cc2)CC1 | 8.7%[59 µM] | -0.5% | 5.1% | · | -2.3% | i | 29.6% | 25.1% | -3.3%
